12-LOX inh – blocks human arachidonate 12S-lipoxygenase. 580,000 compounds, 1.1% hits. P18054. Potency, µM (highest dose often 108 µM), for the others: at the highest dose activity change, negative = inhibition, most hits filed as inhibitors. purified 12hLO, xylenol orange hydroperoxide absorbance; also: potency is read from the fitted curve at half-maximal effect; % is scaled to controls: 0 for no effect and ±100 for the full control effect
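Purified human 12hLO at 150 nM in 25 mM Hepes, 0.01% Triton X-100, pH 7.0, preincubated 15 min at room temperature with compound. Reaction started with 40 uM arachidonic acid, 30 min at room temperature. Hydroperoxide measured by Fe-xylenol orange, 573/405 nm absorbance ratio.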
Vif-APOBEC3G blk – blocks the Vif interaction with human APOBEC3G | Q9HC16 | 410,000 compounds, 0.076% hits | Potency, µM (top dose mostly 46.1 µM), inactives show at the highest dose activity, negative = active, usual class: inhibitors | AID 602310 | HeLa A3G-eYFP + Vif (tagged APOBEC3G with the HIV-1 protein that degrades it), YFP fluorescence, overnight;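 also: potency is read from the fitted curve at half-maximal effect; % is scaled to controls: 0 for no effect and ±100 for the full control effect; nearly all actives have a fitted effect of over 60% in size; hits raise eYFP signal because A3G escapes Vif-driven loss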
Target sequence (Q9HC16 whole entry, looked up): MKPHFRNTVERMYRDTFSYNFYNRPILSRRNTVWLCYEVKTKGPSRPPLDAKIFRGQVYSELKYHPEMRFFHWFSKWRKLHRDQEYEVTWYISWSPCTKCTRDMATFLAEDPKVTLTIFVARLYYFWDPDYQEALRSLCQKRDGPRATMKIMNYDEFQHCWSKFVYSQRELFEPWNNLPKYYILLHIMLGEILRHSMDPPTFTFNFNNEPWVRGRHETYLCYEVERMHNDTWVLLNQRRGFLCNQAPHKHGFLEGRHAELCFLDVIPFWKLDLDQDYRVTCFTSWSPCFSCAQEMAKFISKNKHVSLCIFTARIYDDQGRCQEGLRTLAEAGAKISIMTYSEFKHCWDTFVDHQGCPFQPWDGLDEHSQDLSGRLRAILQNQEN
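HeLa cells stably expressing Vif and C-terminally eYFP-tagged A3G, seeded overnight at 37 deg C, then exposed to compound by pintool overnight at 37 deg C. Rise in yellow fluorescence (Ex 488/Em 500-530, Acumen) marks blocked Vif-driven A3G degradation.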
LDHA block – blocks human lactate dehydrogenase A | activity change, % (values are at about 110 or 230 µM) | purified LDHA, NADH/diaphorase-resazurin fluorescence; hits give low values | P00338 | 480,000 compounds, 0.15% hits; in the data active = activity change below about -30%; inconclusive = mostly about -25% to -30%;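 also: plate controls were DMSO wells for no effect and wells without enzyme for full effect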
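Human LDH5 (2 nM) was incubated with 0.06 mM NADH and 0.2 mM pyruvate for 5 min at room temperature in Tris pH 7.4. Remaining NADH was coupled through diaphorase/resazurin, and resorufin fluorescence was read at 0 and 20 min.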
Vif-APOBEC3F blk – Vif-A3F binding inhibition; 390,000 compounds, 0.2% hits; HeLa A3F-eYFP + Vif (tagged APOBEC3F with the HIV-1 protein that degrades it), YFP fluorescence increase; AID 602313; Potency, µM (series often up to 46.1 µM), inactives show top-dose activity, negative = active; also: potency is read from the fitted curve at half-maximal effect; % of control where 0% means no effect; nearly all actives have a fitted effect of over 65% in size
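Fluorescence increase (Ex 488/Em 500-530) after overnight compound treatment at 37 deg C flags inhibition of Vif-driven A3F-eYFP loss in stable HeLa A3F-eYFP/Vif cells seeded overnight beforehand.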
D2 ag – activates the human D2 dopamine receptor | activation, % at 2 µM | 340,000 compounds, 0.53% hits | P14416 | HEK293 T-REx D2 cells, calcium flux agonist mode;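 active = activation over 3 SD above normal in the single-dose calcium agonist read, cut at about 30% in these data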; also: 0% is about no effect
Target sequence (P14416 whole entry, looked up): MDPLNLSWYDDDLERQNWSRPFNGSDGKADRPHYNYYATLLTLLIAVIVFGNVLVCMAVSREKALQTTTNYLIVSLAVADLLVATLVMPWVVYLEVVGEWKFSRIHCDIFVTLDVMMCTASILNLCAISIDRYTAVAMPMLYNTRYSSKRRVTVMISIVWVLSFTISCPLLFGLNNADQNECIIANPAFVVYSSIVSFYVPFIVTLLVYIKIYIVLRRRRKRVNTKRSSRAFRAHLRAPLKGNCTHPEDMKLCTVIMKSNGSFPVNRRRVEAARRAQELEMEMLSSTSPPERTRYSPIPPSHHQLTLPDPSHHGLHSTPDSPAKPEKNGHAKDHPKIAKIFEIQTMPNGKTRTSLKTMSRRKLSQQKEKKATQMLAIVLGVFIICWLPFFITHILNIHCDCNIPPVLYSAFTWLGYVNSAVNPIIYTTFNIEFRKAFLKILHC
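Tetracycline-induced HEK293 T-REx cells with force-coupled D2 receptor, plated overnight at 30 C, loaded with no-wash calcium dye. After a 10 s baseline, compound was pin-added and calcium flux read kinetically for 180 s; calcium rises flagged agonists.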
D2 antag – D2 dopamine receptor (human) antagonism | P14416 | HEK293 TREx D2 cells, calcium flux, dopamine EC80 | inhibition, % at 10 µM | 340,000 compounds, 2% hits | AID 485344; in the data active = inhibition above about 30%; also: 0% is about no effect
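Tetracycline-induced HEK293 TREx cells expressing D2 receptor forced-coupled to calcium signalling, loaded with no-wash calcium dye. Compounds added and calcium flux read 180 s, then dopamine added at EC80 and read a further 180 s.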
RGS4 inhibitor – blocks human RGS4-accelerated GTP hydrolysis; 390,000 compounds, 0.039% hits; AID 504845; Transcreener GDP fluorescence polarization, RGS4-accelerated GTP hydrolysis; P49798; Potency, µM (doses to about 114 µM), inactives show at the top dose activity change, negative = inhibition, most hits filed as inhibitors; also: potency is read from the fitted curve at half-maximal effect; % is scaled to controls: 0 for no effect and ±100 for the full control effect; nearly all actives have a fitted effect of over 75% in size; some results filed as inactive show a strong effect at the top dose
Target sequence (P49798 whole entry, looked up): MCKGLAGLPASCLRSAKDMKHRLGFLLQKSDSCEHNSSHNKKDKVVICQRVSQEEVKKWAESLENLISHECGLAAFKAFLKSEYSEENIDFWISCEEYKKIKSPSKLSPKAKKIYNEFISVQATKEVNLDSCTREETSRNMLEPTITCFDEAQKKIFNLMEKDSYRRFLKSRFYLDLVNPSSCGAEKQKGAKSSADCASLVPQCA
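MLSMR compounds (23 nl, pin-transferred) preincubated 10 min at room temperature with a 500nM (2x) first reagent, then RGS4 at 900nM (2x) plus Transcreener GDP mix added; fluorescence polarization (620/688 nm) read before and after 90 min at 30 °C.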
ERG-DNA inh – ERG Ets/DNA interaction inhibition | P11308 | fluorescence polarization, His-ERG Ets domain / labelled DNA | Potency, µM (series often up to 76.9 µM), without a hit: at the top dose FP activity, negative = inhibition, hits mostly inhibitors | 370,000 compounds, 0.028% hits | AID 624246; active = well fitted inhibition curve with a large enough effect in the polarisation, with a control signal flat; inconclusive = small, poorly fitted or top-dose-only effect, or effect the other way, or a change in a side signal; inactive = no such curve, though single readings can be large or run the other way; the % refers to the polarisation;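 also: polarization taken with two DNA probes labelled with fluorescein and Texas red; potency is read from the fitted curve at half-maximal effect; % of control where 0% means no effect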
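His-tagged ERG Ets domain (1 uM in the protein solution; 300mM KCl, 50mM Tris-HCl, 1mM EDTA, 1mM DTT, pH 7.5) received compound, then a probe mix of 5 nM fluorescein-DNA and 100nM Texas-615-DNA. Fluorescence polarization was read for both dyes.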
GRP78 ERSR act – induces the endoplasmic reticulum stress response in human glioma cells; U87-MG GRP78 promoter luciferase reporter, 16 h; Potency, µM, for the others: at the top dose activation, usual class: activators; 420,000 compounds, 0.02% hits; also: potency is read from the fitted curve at half-maximal effect; series mostly up to about 76 µM; % of control where 0% means no effect; nearly all actives have a fitted effect of over 35% in size
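Stably transfected U87-MG glioma cells carrying a GRP78-based luciferase sensor; 16 h compound incubation. Luminescence end-point read 10 min after Bright-Glo addition at room temperature.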
The depositor's hits bear a star; ? = inconclusive; . = no result given; & = joins results of further samples; [ ] = remark or other dose. Unless noted, calls follow the shape of the dose curve; as a rule, active = well fitted curve in the direction sought with a large enough effect; inconclusive = small, poorly fitted or top-dose-only effect, or another doubt; inactive = no such curve, though single readings can be large; an effect the other way counts as inactive or inconclusive.

SMILES | 12-LOX inh | Vif-APOBEC3G blk | LDHA block | Vif-APOBEC3F blk | D2 ag | D2 antag | RGS4 inhibitor | ERG-DNA inh | GRP78 ERSR act
COc1ccc(C(CNC(=O)c2cccc(NS(=O)(=O)c3ccccc3)c2)N(C)C)cc1 (configuration not stated) | 386%[activator] | 2% | -1 | -1% | -1.0 | 12 | -4% | 7% | -2%
Cc1ccc(C)c(S(=O)(=O)Nc2ccc(C(=O)NCC(c3ccco3)N3CCCCC3)cc2)c1 (configuration not stated) | -23% | 1% | -5 | -3% | 0.9 | -6 | -16% | 18% | 1%
COc1ccc(NC(=O)c2oc3ccccc3c2NC(=O)c2cc(=O)c3ccccc3o2)cc1 | 3% | -1% | -4 | -7% | -0.5 | . | 17% | 5% | 0%
COc1ccc(C(=O)C2CCCN(C(=O)c3cc(C(C)C)no3)C2)cc1F (configuration not stated) | 0% | -4% | -6 | -2% | 0.6 | 9 | 5% | -7% | 2%
Cc1ccc(NC(=O)C2CCCN(c3nnc(C)c4c(C)n(-c5ccccc5)nc34)C2)cc1Cl (configuration not stated) | -12% | 1% | -6 | -1% | 0.1 | . | 32% | -1% | -4%
COC(=O)c1c(NC(=O)C(=O)N2CCOCC2)sc2c1CCC2 | 0% | 3% | -3 | -2% | 0.2 | -1 | 24% | 9% | -6%
O=C(Cn1cc(C(=O)c2cccs2)c2ccccc21)NCC1CCCO1 (configuration not stated) | 0% | -3% | -4 | 2% | 0.2 | -2 | 8%[11.4 µM] | 7% | -3%
CCOC(=O)N1CCN(C(=O)CSc2nnc(-c3cc(OC)ccc3OC)o2)CC1 | 50%[activator] | 0% | -3 | 6% | 1.9 | 11 | -60%[11.4 µM] | 0% | -5%
COc1ccc(OCCCC(=O)N(C)CC(=O)Nc2ccccc2Cl)cc1 | -20% | 1% | -1 | 2% | -0.6 | 3 | -44% | 9% | -4%
N#Cc1c(Nc2ccccc2)c(C=O)c[nH]c1=O | -29% | 7% | -13 | -2% | -0.8 | -19 | 8% | 0% | -5%
O=C(c1cccs1)N1CCc2ccccc21 | -5% | -1% | -3 | -11% | -0.7 | -4 | 2% | -10% | 0%
CCOC(=O)c1ccc(NC(=O)C2CC(O)CN2S(=O)(=O)c2ccc(C)cc2)cc1 (configuration not stated) | 2% | 1% | -8 | 0% | . | . | 4% | -9% | -1%
O=C(O)c1ccccc1C(=O)Nc1ccc(Oc2ccccc2)cc1 | 167%[activator] | 1% | -10 | 0% | 0.8 | -2 | -10% | -5% | 4%
C/C(=C\CNc1ncnc2nc[nH]c12)CO | 1% | -4% | -4 | 1% | . | . | 34% | 4% | -1%&-5%
Cc1ccc(C)c(-n2c(SCC(=O)N3CCCC3)nnc2-c2ccccn2)c1 | 0% | 0% | -10 | 0% | -0.9 | -9 | -5% | 0% | -1%
CCCCc1ccc(NC(=O)COc2ccc(C(=O)Nc3ccccc3OCC)cc2)cc1 | -22% | -4% | -5 | 3% | 0.4 | 11 | -5% | 0% | -5%
O=C(Nc1ccc(Nc2ccccc2)cc1)c1ccco1 | -22% | -1% | 3 | -3% | -0.7 | 23 | -7% | 7% | ?
COc1cc(NC(=O)C/C(C)=N/NC(=O)Cc2ccc(Cl)cc2)c(OC)cc1Cl | 12% | 0% | 1 | -1% | -0.1 | -17 | -19% | -2% | -1%
CC(C)Cn1c(N)c(C(=O)COC(=O)c2cccn2C)c(=O)n(C)c1=O | 88%[activator] | -5% | -9 | -9% | . | . | 19% | -6% | -2%
Cc1ccc(Cn2c(C)c3cnn(CC(=O)NC4CCCC4)c(=O)c3c2C)cc1 | 33%[activator] | 0% | 4 | 3% | -0.5 | -9 | -4% | 1% | 4%
O=C(NC1CC2CCCC(C1)N2C(=O)Nc1ccccc1Cl)C1CC1 (configuration not stated) | -5% | 1% | -2 | 11% | 0.2 | 1 | 8% | 16% | -3%
CCc1nc2ccc(C(=O)N(C)Cc3ccccc3)cn2c1N(C)Cc1ccc(OC)cc1 | -17% | 2% | -3 | . | . | . | . | . | -1%
CC1=CN2C(c3cccc([N+](=O)[O-])c3)=NON(c3ccc(C)cn3)C2C=C1 (configuration not stated) | -2% | 1% | -1 | . | . | . | . | . | -2%
Cc1oc(-c2ccc(C(=O)Nc3ccccc3F)cc2)nc1COc1ccccc1 | -14% | 3% | -1 | 3% | 1.1 | . | 8% | 1% | -3%
CCOc1ccc2nc(SC3CC(=O)N(c4ccc(OC)cc4OC)C3=O)sc2c1 (configuration not stated) | -11% | -7% | 1 | 2% | -0.8 | 8 | -18% | 2% | 0%

Brought forward from above: 2 compounds, followed by the next part.
SMILES | 12-LOX inh | Vif-APOBEC3G blk | LDHA block | Vif-APOBEC3F blk | D2 ag | D2 antag | RGS4 inhibitor | ERG-DNA inh | GRP78 ERSR act
Cc1oc(-c2ccc(C(=O)Nc3ccccc3F)cc2)nc1COc1ccccc1 | -14% | 3% | -1 | 3% | 1.1 | . | 8% | 1% | -3%
CCOc1ccc2nc(SC3CC(=O)N(c4ccc(OC)cc4OC)C3=O)sc2c1 (configuration not stated) | -11% | -7% | 1 | 2% | -0.8 | 8 | -18% | 2% | 0%
CCN(CC)S(=O)(=O)c1ccc(OC)c(NC(=O)COc2ccc3c(C)cc(=O)oc3c2)c1 | 6% | 3% | 0 | 7% | 0.3 | -23 | -45% | -2% | -4%
O=C(c1oc(=O)c2ccccc2c1-c1ccccc1)N1CCC(O)CC1 | -9% | 1% | -3 | -2% | -0.8 | 24 | 5% | 4% | -2%
Cc1cc(S(=O)(=O)NC2CCCCC2)ccc1-n1cnnn1 | 0% | 0% | -3 | 6% | 0.1 | 15 | -10% | 3% | -4%
CCN=c1scc(C)n1/N=C/c1cc(Br)c(O)c(OC)c1 | ? | -8% | -3 | -1% | 0.3 | 3 | -9% | 0% | 5%
CC(C)CCNC(=O)CCCn1c(=O)[nH]c2ccc(Br)cc2c1=O | -32% | -1% | 0 | 0% | 0.4 | -11 | -14% | 0% | -3%
Cc1cc(C)c2c(CC(=O)N(Cc3ccccc3)C3CCS(=O)(=O)C3)coc2c1 (configuration not stated) | -17% | -6% | 4 | 0% | . | . | -10% | -1% | -1%
c1ccc(-c2cc(N3CCCCC3)nc(-c3ccccc3)n2)cc1 | 0% | 1% | -5 | 6% | 0.0 | 4 | -16% | -2% | -3%
CCOC(=O)C1CCc2nc3ccccc3c(=O)n21 (configuration not stated) | 7% | 0% | -7 | 6% | 0.4 | -9 | -14% | -5% | -5%
Cc1cccc(Cn2c(SCc3ccc(C(=O)NCc4ccccc4F)cc3)nc3cccnc32)c1 | -12% | 4% | -1 | 1% | 0.7 | . | -2% | -1% | -4%
O=C(CCCSc1nc2ccccc2[nH]1)Nc1ccccc1 | -2% | 2% | -5 | -9% | 1.2 | 13 | 2% | -6% | -3%
O=C(COc1ccc(/C=N/NS(=O)(=O)c2ccccc2)cc1)NCc1ccccc1 | 155%[activator] | -3% | -2 | -6% | -0.1 | -1 | -15% | 5% | 2%
COc1cccc(-c2cn3nc4c(nc3n2)CCCC4)c1 | . | -28% | 2 | ? | -0.5 | -3 | -24% | 10% | -14%
CCCCNC(=O)CSc1nc(N)c(C(=O)Nc2ccc(OC)cc2)s1 | 0% | 1% | -4 | -2% | 0.5 | 4 | -7% | 7% | 3%
Cn1c(N)c(C(=O)COC(=O)/C=C/c2ccc(Cl)c(Cl)c2)c(=O)n(C)c1=O | -20% | -4% | -3 | -1% | . | . | 7% | -4% | -2%
N#CC1(NC(=O)COC(=O)c2ccccc2[N+](=O)[O-])CCCCC1 | -2% | -3% | -17 | -5% | 0.4 | 4 | 9% | -3% | 6%
CCOC(=O)C1=C(N)Oc2c(c(=O)[nH]c3ccccc23)C1c1ccccc1 (configuration not stated) | 0% | -11% | -2 | ? | -1.8 | -10 | -16% | -2% | 3%
O=C(N/N=C/c1ccc(OC2CSC2)cc1)c1ccc(CN2CCOCC2)cc1 | 3% | -6% | -5 | -4% | 1.4 | 6 | ? | 4% | 0%
COC(=O)c1ccccc1N/C=C1\CCc2c(c(C)nn2-c2ccccn2)C1=O | 225%[activator] | -7% | 23 | -14% | 0.6 | -8 | -43% | 54%[activator] | -2%
C=CC[N@@+]12CC[C@]34c5ccccc5N5/C=C6\C7N(/C=C(\C53)[C@@H](C[C@@H]41)/C(=C/CO)C2)c1ccccc1[C@@]71CC[N@@+]2(CC=C)C/C(=C\CO)[C@@H]6C[C@@H]12 (some centres not stated) | 4% | -2% | -5 | -1% | -1.4 | -3 | -16% | 15% | 2%
CC(=O)Nc1c(C(=O)O)oc2ccc(Cl)cc12 | ? | -7% | -8 | -2% | -0.6 | -5 | -10% | 2% | -5%
NS(=O)(=O)c1ccc(NC(=O)c2ccc(-c3ccccc3)cc2)cc1 | ? | 0% | -11 | -3% | 2.2 | -14 | -37% | -5% | -3%
Cc1ccc(OCC(=O)c2c(O)c3ccccc3oc2=O)cc1C | ? | -1% | -4 | -8% | 0.3 | 19 | 10% | 2% | 1%
CCOc1ccc(C2c3c(oc4ccc(C)cc4c3=O)C(=O)N2CCCN(C)C)cc1 (configuration not stated) | -8% | 0% | -1 | -11% | -0.5 | . | 3% | -15% | -2%
CN1CCN(Cc2nc3c(c(=O)n(C)c(=O)n3C)n2CCCc2ccccc2)CC1 | 0% | -1% | -2 | -4% | 0.2 | 2 | 10% | -1% | -2%

Source: PubChem

Some of the compounds tested (hit frequency here may not be typical).
